TSG101-PTAP inh: inhibitors of HIV-1 PTAP binding to human TSG101, validation. Q99816. AID 1347069. Fluorescence polarization, FITC-PTAP peptide/Tsg101, 20 min. 44,000 tested, under 10 active. Potency, µM (highest dose often 115 µM), for inactives: top-dose activity change, negative = inhibition, hits mostly inhibitors; further: potency means the concentration at half of the fitted maximal effect; 0% is about no effect
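Fluorescence polarization binding of Tsg101 binding domain (10 uM final) to FITC-labeled PTAP-motif peptide (50 nM final) in HEPES pH 7.5/NaCl/Tween 20/EDTA/TCEP buffer; 20 min at r.t. Actives by curve class, <25 µM, efficacy <60% inhibition.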
NTMT1 inh: NTMT1 methyltransferase inhibition | Potency, µM (titrated, usually from 114 µM), without a hit: at the highest dose activity change, negative = inhibition, actives largely listed as inhibitors | Q9BV86 | AID 1645870 | NTMT1 MTase-Glo SAH luminescence, purified enzyme | 2.5% of 59,000 active;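 further: potency means the concentration at half of the fitted maximal effect; plate controls were DMSO vehicle for no effect and no enzyme for full effect; nearly all actives have a fitted effect of over 65% in size; many of its hits are not listed in these tables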
Target sequence (Q9BV86 whole entry, looked up): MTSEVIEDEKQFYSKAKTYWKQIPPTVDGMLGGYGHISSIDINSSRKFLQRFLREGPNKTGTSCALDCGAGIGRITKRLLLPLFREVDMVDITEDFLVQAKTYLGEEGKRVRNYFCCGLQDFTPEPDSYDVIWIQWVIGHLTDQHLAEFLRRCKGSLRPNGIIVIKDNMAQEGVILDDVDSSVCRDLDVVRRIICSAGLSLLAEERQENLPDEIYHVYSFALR
p53null 39C tox: kills p53 null cells at the nonpermissive temperature. Potency, µM (titrated, usually from 46.1 µM), for the others: top-dose activity, negative = cell killing, actives largely listed as cytotoxic. 0.97% of 55,000 active. H1299 p53-null (neo) cells, 39C, ATPlite viability, 24 h;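 further: potency means the concentration at half of the fitted maximal effect; 0% = DMSO only and -100% = full killing by 100 µM tamoxifen; nearly all actives have a fitted effect of over 50% in size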
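Luminescent ATP signal reported cell survival after H1299 lines (neo, p53 null; or p53 A138V) received up to 46 uM compound and 24 hr incubation at 39C.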
p53null 32C tox: p53 null cell cytotoxicity, permissive temperature; H1299-neo p53 null cells, ATP luminescence, 24 h, 32C; 0.62% of 55,000 active; Potency, µM (top dose mostly 46.1 µM), for inactives: at the top dose activity change, negative = cytotoxicity, actives largely listed as cytotoxic; AID 903;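 further: potency means the concentration at half of the fitted maximal effect; 0% = DMSO only and -100% = full killing by 100 µM tamoxifen; nearly all actives have a fitted effect of over 55% in size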
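AC50 values derive from Hill modelling of qHTS concentration-response data (up to 46 uM) in H1299-neo cells. Cells were treated 24 h at 32C following overnight attachment at 37C; viability was read as cellular ATP.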
FH mod: Identification of activators of human fumarate hydratase by quantitative high-throughput screening; FH coupled MDH/diaphorase resazurin fluorescence, 15 min; Potency, µM (titrated, usually from 79.9 µM), inactives show at the top dose activity change, negative = inhibition, actives largely listed as inhibitors; Fumarate hydratase, mitochondrial (Homo sapiens), P07954; AID 1347055, 2019; 0.22% of 54,000 active; further: potency means the concentration at half of the fitted maximal effect; on the % scale 0 is the no-effect control and ±100 the full control effect; the screen sought activators but most active calls are inhibition curves; nearly all actives have a fitted effect of over 45% in size
Target sequence (P07954 whole entry, looked up): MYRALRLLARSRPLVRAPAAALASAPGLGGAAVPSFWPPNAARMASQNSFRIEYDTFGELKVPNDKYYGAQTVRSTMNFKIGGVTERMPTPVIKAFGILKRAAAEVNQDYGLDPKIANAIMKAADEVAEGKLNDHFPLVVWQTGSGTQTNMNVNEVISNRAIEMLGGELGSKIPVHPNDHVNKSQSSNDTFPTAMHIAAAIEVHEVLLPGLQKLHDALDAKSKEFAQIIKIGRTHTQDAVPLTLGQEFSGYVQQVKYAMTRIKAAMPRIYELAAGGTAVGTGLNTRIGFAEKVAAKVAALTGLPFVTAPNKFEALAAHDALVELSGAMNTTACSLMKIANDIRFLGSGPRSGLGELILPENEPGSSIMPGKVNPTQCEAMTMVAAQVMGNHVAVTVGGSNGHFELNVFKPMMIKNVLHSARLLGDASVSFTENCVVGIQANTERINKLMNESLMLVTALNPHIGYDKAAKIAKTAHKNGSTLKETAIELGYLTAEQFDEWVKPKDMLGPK
GALK inh: inhibits human galactokinase; P51570; recombinant GALK, Kinase-Glo ATP luminescence, 1 h; Potency, µM (doses to about 57.5 µM), inactives show at the top dose activity, negative = inhibition, actives largely listed as inhibitors; 44,000 tested, under 10 active; AID 1347072;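 further: plate controls were full GALK reaction for no effect and reaction lacking GALK for full effect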
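Human GALK (5 nM) was incubated with 35 uM ATP and 100 uM galactose in 20 mM HEPES pH 8.0 with MgCl2, NaCl, DTT and BSA for 1 h at room temperature. Remaining ATP was measured by Kinase-Glo Plus luminescence.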
B2AR arrestin ag: agonists recruiting beta-arrestin to human beta2-adrenergic receptor | HTLA Tango cells, beta-arrestin recruitment, luciferase luminescence, 18 h | AID 1347077 | 44,000 tested, under 10 active | P07550 | Potency, µM (titrated, usually from 46.1 µM), for the others: top-dose activation, usual class: activators;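 further: potency means the concentration at half of the fitted maximal effect; 0% = DMSO and full agonism = EC100 isoproterenol or metaproterenol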
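Ligand-induced beta-arrestin recruitment to recombinant beta2-AR is measured via a tTA-driven luciferase reporter in Tango cells after 18 hr compound exposure at 37 degrees C. Concentrations span up to 46 microM.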
The depositor's hits bear a star; u = inconclusive; [ ] = remark or other dose. The call rests on the fitted dose curve; in most records, active means well fitted curve in the direction sought with a large enough effect; inconclusive means small, poorly fitted or top-dose-only effect, or another doubt; inactive means no such curve, though single readings can be large; an effect the other way counts as inactive or inconclusive. Only part of the results is shown; count on the stated rates, not on these rows.

The first twelve records as a preview:
Each structure is followed by: TSG101-PTAP inh	NTMT1 inh	p53null 39C tox	p53null 32C tox	FH mod	GALK inh	B2AR arrestin ag
> CC(C)c1ccc(OCC(=O)N2CCN(CCc3ccncc3)CC2)cc1
    3%	-10%	-6%	-3%	7%	0%	-4%
> Cc1ccc2c(=O)n(-c3cccc(Cl)c3)c(=O)[nH]c2c1
    -3%	5%	-7%	3%	3%	0%	-2%
> Cc1ccc(Cl)cc1NC(=O)NCc1cccn1Cc1ccc(F)cc1
    -11%	10%	u	-20%	7%	0%	-4%
> Cc1ccc(-n2c(/C=C/c3cccs3)nc3ccccc3c2=O)cc1C
    -3%	-22%	4%	4%	-17%	-1%	u
> COc1cc2[nH]c(=O)n(CCCCCC(=O)N3CCN(c4cccc(C(F)(F)F)c4)CC3)c(=O)c2cc1OC
    1%	0%	u	u	u	0%	1%
> COc1cc(OC)c(NS(=O)(=O)c2cc(-c3cnc(C4CC4)o3)ccc2C)cc1Cl
    -4%	12%	62%[activator]	26%	u	2%	0%
> Cc1nnc(NC(=O)c2cccn(Cc3cccc([N+](=O)[O-])c3)c2=O)s1
    -7%	-11%	2%	-7%	-6%	-3%	-3%
> N#Cc1cc2c(nc1SCC(=O)Nc1ccc(Cl)c(C(F)(F)F)c1)C1CCN2CC1
    0%	8%	-4%	-4%	-2%	-4%	0%
> O=C(Nc1ccc(F)c([N+](=O)[O-])c1)c1cccn(Cc2ccccc2)c1=O
    -4%	8%	30%	-6%	2%	0%	-3%
> O=C(COc1ccc(Br)cc1)Nc1ccc(Cl)cc1C(=O)c1ccccc1
    -2%	9%	14%	1%	-12%	1%	0%
> COc1ccc(NC(=O)Cn2c(=O)c3cccn3c3ccccc32)cc1Cl
    1%	-9%	90%[activator]	16%	-7%	-13%	3%
> Cc1ccccc1Cn1cccc(C(=O)Nc2cc(Cl)ccc2C#N)c1=O
    -1%	16%	0%	3%	-4%	4%	-1%

This part in full (from the top)
Each structure is followed by: TSG101-PTAP inh	NTMT1 inh	p53null 39C tox	p53null 32C tox	FH mod	GALK inh	B2AR arrestin ag
> CC(C)c1ccc(OCC(=O)N2CCN(CCc3ccncc3)CC2)cc1
    3%	-10%	-6%	-3%	7%	0%	-4%
> Cc1ccc2c(=O)n(-c3cccc(Cl)c3)c(=O)[nH]c2c1
    -3%	5%	-7%	3%	3%	0%	-2%
> Cc1ccc(Cl)cc1NC(=O)NCc1cccn1Cc1ccc(F)cc1
    -11%	10%	u	-20%	7%	0%	-4%
> Cc1ccc(-n2c(/C=C/c3cccs3)nc3ccccc3c2=O)cc1C
    -3%	-22%	4%	4%	-17%	-1%	u
> COc1cc2[nH]c(=O)n(CCCCCC(=O)N3CCN(c4cccc(C(F)(F)F)c4)CC3)c(=O)c2cc1OC
    1%	0%	u	u	u	0%	1%
> COc1cc(OC)c(NS(=O)(=O)c2cc(-c3cnc(C4CC4)o3)ccc2C)cc1Cl
    -4%	12%	62%[activator]	26%	u	2%	0%
> Cc1nnc(NC(=O)c2cccn(Cc3cccc([N+](=O)[O-])c3)c2=O)s1
    -7%	-11%	2%	-7%	-6%	-3%	-3%
> N#Cc1cc2c(nc1SCC(=O)Nc1ccc(Cl)c(C(F)(F)F)c1)C1CCN2CC1
    0%	8%	-4%	-4%	-2%	-4%	0%
> O=C(Nc1ccc(F)c([N+](=O)[O-])c1)c1cccn(Cc2ccccc2)c1=O
    -4%	8%	30%	-6%	2%	0%	-3%
> O=C(COc1ccc(Br)cc1)Nc1ccc(Cl)cc1C(=O)c1ccccc1
    -2%	9%	14%	1%	-12%	1%	0%
> COc1ccc(NC(=O)Cn2c(=O)c3cccn3c3ccccc32)cc1Cl
    1%	-9%	90%[activator]	16%	-7%	-13%	3%
> Cc1ccccc1Cn1cccc(C(=O)Nc2cc(Cl)ccc2C#N)c1=O
    -1%	16%	0%	3%	-4%	4%	-1%
> COC(=O)c1ccccc1NC(=O)c1cccn(Cc2cccc(Cl)c2)c1=O
    -6%	18%	18%	11%	-19%	0%	-1%
> Cc1ccc2c(c1)C(Cc1nc3ccccc3c(=O)n1-c1ccc(Br)cc1)C(=O)N2 (configuration not stated)
    -12%	11%	-14%	19%	-25%	4%	-2%
> COC(=O)c1ccc(NC(=O)c2cccn(Cc3ccccc3C)c2=O)cc1
    -1%	11%	-3%	0%	10%	1%	0%
> Cc1cc(NC(=O)c2cccn(Cc3cccc([N+](=O)[O-])c3)c2=O)no1
    -5%	u	19%	-5%	-11%	-1%	-3%
> O=c1c2ccccc2nc(/C=C\c2cccc(Br)c2)n1-c1ccc(O)cc1
    1%	u	-25%	-1%	-13%	2%	0%
> O=C(Nc1ccc(F)c(Cl)c1)N(Cc1ccc2c(c1)OCO2)C1CCN(Cc2ccccc2)CC1
    0%	-4%	u	-17%	-19%	-5%	-1%
> Cc1cccc(-c2nc(CN3C(=O)CN=C(c4ccccc4)c4ccccc43)c(C)o2)c1
    -2%	-3%	28%	24%	-20%	-3%	-2%
> Cc1ccc(C)c(N2CCN(c3ncnc4onc(C)c34)CC2)c1
    4%	29%	15%	38%[activator]	-10%	4%	1%
> Cc1cc(C)cc(-n2c(/C=C/c3cccc(F)c3)nc3ccccc3c2=O)c1
    1%	-7%	21%	-9%	4%	2%	1%
> Cc1ccc2scc(N3CCN(C)CC3)c(=O)c2c1
    -7%	u	-7%	-23%	5%	0%	2%
> CCOc1ccc(S(=O)(=O)NCCc2sc3nc(-c4ccc(C)cc4)nn3c2C)cc1
    -2%	-20%	21%	46%[activator]	-18%	2%	-2%
> COc1cc(C(c2c(O)c3ccccc3oc2=O)c2c(C)n(C)n(-c3ccccc3)c2=O)ccc1OCC(=O)O (configuration not stated)
    0%	u	9%	2%	-6%	6%	-1%
> Cc1cccn2c(=O)cc(COc3cccc(NC(=O)COc4ccc(F)cc4)c3)nc12
    -3%	u	13µM*	13µM*	-13%	-10%	0%

Bioassay records: PubChem BioAssay, National Center for Advancing Translational Sciences (NCATS)
